CRFR2-BP ag – CRF-BP/CRF-R2 complex agonism; HEK293 CRF-R2/CRF-BP, calcium dye fluorescence (FLIPR); percent of saturating CRF peptide response; 0.46% of 350,000 active; activation, % at 13.2 µM; AID 588473;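 active = activation of at least 50%, plus an integration ratio under a set limit after plate pattern correction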;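 also: plate controls were neutral control wells without compound for no effect and CRF at EC100 for full effect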
CRFR2-BP antag – CRF-BP/CRF-R2 complex antagonism; HEK293 CRF-R2/CRF-BP, CRF-induced calcium fluorescence; inhibition, % at 11.8 µM; 0.59% of 350,000 active; AID 588475;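 active = inhibition of the ligand-induced calcium signal above about 50% at the single tested concentration, limit read from the data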
IDE inh – inhibits human insulin-degrading enzyme in HEK cells. P14735. FAbetaB cleavage, fluorescence polarization. inhibition, % at 5.59 µM. 0.41% of 320,000 active;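 active = percent inhibition above the average of all tested compounds plus 3 SD, set per screening campaign, cut at about 16% in these data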;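 also: IDE supplied by intact live HEK cells; FP after avidin binding of uncleaved biotin substrate so inhibition keeps polarization high; 0% = DMSO wells and 100% = 60 µM reference IDE inhibitor Ii1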
GalR3 antag – blocks the human galanin receptor 3; inhibition, % at 3 µM; 0.44% of 360,000 active; HEK293 GalR3-CNG cAMP membrane potential fluorescence; galR3 body fused to GalR1 C-terminus;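 active = inhibition above the screen-wide average plus 3 SD, cut at about 13% in these data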;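 also: forskolin and galanin both at EC90 stimulate the cells; cAMP rise reported by CNG channel membrane potential dye signal; 0% = forskolin plus galanin with DMSO and 100% = forskolin alone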
Target sequence (O60755 1-299 limits assumed): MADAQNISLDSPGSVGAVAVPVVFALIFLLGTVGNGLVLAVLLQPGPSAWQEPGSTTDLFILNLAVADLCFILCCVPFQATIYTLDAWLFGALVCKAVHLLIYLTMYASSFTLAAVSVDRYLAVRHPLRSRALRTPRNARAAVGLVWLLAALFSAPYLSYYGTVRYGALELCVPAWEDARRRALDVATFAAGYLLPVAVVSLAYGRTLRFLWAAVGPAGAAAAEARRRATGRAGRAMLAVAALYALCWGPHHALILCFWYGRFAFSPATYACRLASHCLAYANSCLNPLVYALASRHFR
PHOSPHO1 inh – PHOSPHO1 (human) inhibition; inhibition, % at 13.3 µM; recombinant PHOSPHO1, absorbance phosphatase assay; Q8TCT1; 1.1% of 290,000 active; in the data active = inhibition above about 60%
Target sequence (Q8TCT1 whole entry, looked up): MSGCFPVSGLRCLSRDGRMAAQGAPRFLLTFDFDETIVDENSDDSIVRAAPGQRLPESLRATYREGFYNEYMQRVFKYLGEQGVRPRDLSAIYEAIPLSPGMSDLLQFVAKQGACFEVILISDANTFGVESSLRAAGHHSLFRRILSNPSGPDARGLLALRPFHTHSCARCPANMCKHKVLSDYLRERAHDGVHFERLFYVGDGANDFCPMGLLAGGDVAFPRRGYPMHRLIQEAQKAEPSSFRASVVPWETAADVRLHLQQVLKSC
M4 PAM – positive allosteric modulators of human muscarinic M4 receptor; P08173; 0.4% of 360,000 active; CHO-K1 hM4/Gqi5, Fluo-8 calcium fluorescence, ACh EC20; 0% = ACh EC20, 100% = maximal ACh; activation, % at 3 µM; AID 624126;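 active = activation above its plate's cutoff, the mean activation of sample wells plus 3 SD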; also: some results filed as inactive read as strong as hits
Target sequence (P08173 whole entry, looked up): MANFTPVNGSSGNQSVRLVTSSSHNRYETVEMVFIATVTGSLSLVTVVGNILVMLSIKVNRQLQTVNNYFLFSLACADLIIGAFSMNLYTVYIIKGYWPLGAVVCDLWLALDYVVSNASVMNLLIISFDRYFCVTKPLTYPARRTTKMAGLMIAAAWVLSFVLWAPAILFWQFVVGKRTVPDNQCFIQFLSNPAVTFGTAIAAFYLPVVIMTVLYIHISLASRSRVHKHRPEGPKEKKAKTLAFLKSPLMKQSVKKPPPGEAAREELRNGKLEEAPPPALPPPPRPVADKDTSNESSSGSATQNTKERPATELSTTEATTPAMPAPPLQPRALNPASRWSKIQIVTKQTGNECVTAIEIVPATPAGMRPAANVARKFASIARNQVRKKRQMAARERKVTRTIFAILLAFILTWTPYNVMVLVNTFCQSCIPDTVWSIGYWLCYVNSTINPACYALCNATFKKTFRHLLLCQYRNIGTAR
p-CIP stab down – p/CIP protein destabilization; Q05BA5; F442A p/CIP-EGFP cells, EGFP fluorescence, 16 h; decrease of EGFP signal, % at 10 µM; 0.01% of 290,000 active; AID 1984;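 active = EGFP signal decrease of at least 30% at 10 µM or well 3 SD below plate mean, unless failing retest; inactive = the rest, including hits failing retest or dose response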; also: some compounds called inactive have numbers as strong as hits; many of its hits are not listed in these tables
MEKK3 PB1 HTS – raises or lowers MEK5 binding to the human MEKK3 PB1 domain; Q99759; bead-based flow cytometry, Alexa488-MEK5 binding to MEKK3; actives lie on both sides; 0 = blocked by unlabeled MEK5, 100 = vehicle; binding response (% of control), % at 10 µM; 1.4% of 290,000 active;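 active = binding response more than 3 SD above or below the average of its plate-row segment, actives on both sides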;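 also: Alexa488 bead fluorescence after subtracting the streptavidin-only scavenger bead signal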
IDE cell activ – IDE (human) activation, cell-based; P14735; HEK cells, FAbeta-B cleavage, fluorescence polarization; 0% vehicle, 100% cell-free pure enzyme wells; 0.073% of 340,000 active; activation, % at 5.96 µM; AID 493087;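 active = activation above the mean of all tested compounds plus 3 SD, set per screening campaign, cut at about 17% in these data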
* hit, by the source's call; x = not tested or not shown. Not a hit list. Share with any hit: about 4.2%.

SMILES	CRFR2-BP ag	CRFR2-BP antag	IDE inh	GalR3 antag	PHOSPHO1 inh	M4 PAM	p-CIP stab down	MEKK3 PB1 HTS	IDE cell activ
COc1ccc(C2=Nc3cccc4cccc(c34)N2)cc1	-1.7	23	5	-13	15	10	-11	x	4
COc1ccc(/C=N/NC(=O)c2cc(OC)c(OC)c(OC)c2)cc1CN1CCc2cc(OC)c(OC)cc2C1C (stereo unspecified)	-1.8	8	4	-4	-4	-9	3	102	-5
O=C(CSc1ccccc1C(=O)N1CCN(c2ccccc2)CC1)N1CCCC1	-0.3	3	10	-3	x	-1	x	x	-7
Cc1ccccc1NC(=O)Cc1nc(CSc2nnc(C3CCCCC3)n2N)cs1	-0.8	9	-5	-4	39	-4	-9	97	2
COc1cccc(/C=N/NC(=O)c2cnn(-c3ccccc3)c2N)c1	-5.8	22	-1	-4	36	-16	0	101	2
COc1ccc(-n2c(-c3cccc(C)c3[N+](=O)[O-])n[nH]c2=S)cc1	2.0	-9	9	0	27	-10	-4	107	1
O=C(CSc1nnc(CNC(=O)c2ccc(F)cc2)o1)c1ccccc1	0.4	-4	9	-2	33	3	-6	105	-5
CC(C)(C)NC(=O)c1ccc2nccnc2c1	-0.2	-11	-3	-6	7	4	1	104	6
COc1cc(/C=C/C(=O)O)cc(S(=O)(=O)Nc2ccc3nc(C)sc3c2)c1OC	-1.4	0	7	-6	30	7	-8	98	7
CCOC(=O)C1(CC)Oc2ccccc2C(c2ccc(OC)cc2)=C1C(=O)OC (stereo unspecified)	2.2	11	x	-1	x	-4	x	x	1
Cc1ccc(-c2nnc(N3CCCCCC3)c3ccccc23)cc1	-0.3	-20	3	-8	23	-7	-12	98	5
CCC(CO)Oc1cc(NC(=O)c2ccccc2C)c2ncn(C(C)C)c2c1 (stereo unspecified)	0.1	12	-1	-6	x	4	x	x	0
CCCCCNC(=O)C1CCC(Cn2c(=S)[nH]c3ccccc3c2=O)CC1 (stereo unspecified)	0.5	-13	-2	-5	4	5	10	101	2
CCOC(=O)c1c(C)c(C(=O)OCC)n(C)c1C	-0.1	8	2	-8	34	-4	2	96	-1
CC(=O)Nc1ccc(NC(=O)CCn2c(=O)oc3ccccc32)cc1	-0.4	-1	0	x	35	-1	-3	103	1
CCN(CC)S(=O)(=O)c1ccc(N2CCOCC2)c(NC(=O)C2COc3ccccc3O2)c1 (stereo unspecified)	2.4	4	6	1	21	-10	15	99	0
Cc1ccc[n+](CC(=O)Nc2ccc([N+](=O)[O-])cc2)c1	-0.6	7	-2	-9	-6	-7	-12	104	2
COc1ccccc1NC(=O)CNC(=O)c1ccc(Br)o1	-1.1	-1	1	-8	25	5	4	103	6
CC1CN(/C=C/C=O)C(C)CC1OC(=O)c1ccccc1 (stereo unspecified)	0.2	1	-3	-12	16	-9	-1	97	2
CCCC[C@H]1COCCS(=O)(=O)N1Cc1cccc(F)c1	0.0	0	6	-5	-24	7	-2	96	-1

Profiles, looked up by structure. Order of values: CRFR2-BP ag | CRFR2-BP antag | IDE inh | GalR3 antag | PHOSPHO1 inh | M4 PAM | p-CIP stab down | MEKK3 PB1 HTS | IDE cell activ
Shown for CCCC[C@H]1COCCS(=O)(=O)N1Cc1cccc(F)c1 : 0.0 | 0 | 6 | -5 | -24 | 7 | -2 | 96 | -1
Shown for CC1CN(/C=C/C=O)C(C)CC1OC(=O)c1ccccc1 (stereo unspecified) : 0.2 | 1 | -3 | -12 | 16 | -9 | -1 | 97 | 2

More records.
SMILES	CRFR2-BP ag	CRFR2-BP antag	IDE inh	GalR3 antag	PHOSPHO1 inh	M4 PAM	p-CIP stab down	MEKK3 PB1 HTS	IDE cell activ
c1ccc(-c2cnn3nnnc3n2)cc1	0.4	6	7	-2	12	-3	11	101	-1
Cn1cccc1/C=N/NC(=O)c1ccc[n+]([O-])c1	6.2	32	3	-1	-13	-2	-2	108	0
CC(C)CCN1CCC(Cc2ccccc2)(NC(=O)c2ccccc2)C1=O (stereo unspecified)	0.3	-6	0	-5	x	-1	x	x	2
O=C(N/C(=C/c1cccc([N+](=O)[O-])c1)C(=O)N1CCCCC1)c1ccco1	-0.9	12	2	-3	x	-4	-13	105	-1
Cc1cccc(C)c1NC(=O)CN1C(=O)C2CC=CCC2C1=O (stereo unspecified)	2.3	6	0	-2	x	-5	x	x	2
CCn1c(SCC(=O)N2CCCC(C)C2)nnc1-c1ccco1 (stereo unspecified)	-0.5	16	1	7	19	0	8	101	1
CCOC(=O)C(NC(C)=O)(N1CCc2ccccc2C1)C(F)(F)F (stereo unspecified)	-0.3	3	3	-2	1	9	2	103	1
CCOC(=O)NC(NCc1ccccc1)(C(F)(F)F)C(F)(F)F	-0.8	-9	-4	0	8	7	-6	137*	1
CCc1nnc(NC(=O)CSc2nnc(-c3ccccc3OC)n2-c2ccccc2)s1	-1.1	0	8	-9	-8	-3	1	99	6
CC(=O)Nc1ccc(S(=O)(=O)NCCN2CCNC2=O)cc1Cl	-1.5	3	-1	-3	18	-1	-1	100	0
COc1cc(C(=O)N/N=C/C2CC=CCC2)cc(OC)c1OC (stereo unspecified)	2.7	-6	5	13*	1	10	-9	96	-1
Oc1ccc(Cl)cc1Nc1nc(NCC2CCCO2)c2ccccc2n1 (stereo unspecified)	0.2	-10	-4	-4	x	-9	x	104	2
CCOC(=O)N1CCN(S(=O)(=O)c2ccc(Br)cc2)CC1	-1.9	4	9	-9	-2	-2	-4	100	-2
Clc1ncc2[nH]cnc2n1	3.8	-11	2	-2	-27	4	-7	101	-2
CCN(CC)CCNC(=O)c1ccc(NC(=O)c2cn(-c3ccc(F)cc3)nc2-c2cccc(OC)c2)cc1	-0.5	-11	5	-3	10	-18	8	108	2
CSc1ccccc1NC(=O)CN(C)C(=O)c1cccc(S(=O)(=O)N(C)C)c1	1.2	-12	-2	-4	32	6	-5	102	-2
O=C(NCCOC(=O)c1ccccc1C(=O)OCCNC(=O)c1cccnc1)c1cccnc1	0.0	24	-3	3	12	-6	-6	71	5
CCn1c(C)csc1=NC(=O)c1ccccc1	-0.2	9	14	-3	-8	4	-1	94	-3
Cc1nn(Cc2cccc(Oc3ccccc3)c2)c(C)c1NC(=O)NC12CC3CC(CC(C3)C1)C2	3.7	-9	-5	-10	-10	5	-9	103	4
Cc1ccnc(NC(=O)CCC(=O)N(CC(=O)NCc2ccccc2)Cc2ccccc2)c1	-0.7	19	7	-4	16	-1	3	105	-3
Cc1cc(C)c(C)c(S(=O)(=O)Nc2ccccc2N2CCOCC2)c1C	0.9	2	0	-8	x	-4	x	x	6
O=C(O)C1CCN(c2ccc(S(=O)(=O)N3CCCCC3)cc2[N+](=O)[O-])CC1	0.6	-12	x	-1	x	-3	x	x	-1
CCOc1ccc(N(CC(=O)NC2CCCC(C)C2C)S(=O)(=O)c2c(C)noc2C)cc1 (stereo unspecified)	0.0	37	-2	-2	-12	-6	-11	99	2
COc1cc2nc(CC(C)C)n(NC(=O)c3ccccc3Br)c(=O)c2cc1OC	1.5	-4	3	-7	18	-7	-1	100	5
CN(C)S(=O)(=O)c1cc(C(=O)Nc2ccccc2C(=O)NC2CC2)ccc1Cl	0.9	-4	-3	-4	x	1	x	x	-3
CC(C)(C)C(=O)CN1C(=O)NC2(CCOc3ccccc32)C1=O (stereo unspecified)	1.0	-4	x	-4	15	2	-22	99	5
COc1ccc(NC(=O)COC(=O)C2CCN(S(=O)(=O)c3ccccc3)CC2)cc1Cl	-0.9	-3	2	-3	x	0	x	x	2
COCCN(Cc1ccc(C)c(Br)c1)C(=O)Cn1cnc(S(=O)(=O)N2CCCC2)c1	-4.8	-4	0	1	10	-3	-4	103	1
Cc1ccccc1OCCC(=O)N1CCN(S(=O)(=O)c2ccc(Cl)cc2)CC1	1.3	-13	1	-4	x	3	x	x	0
Cc1cc(NC(=O)CSc2nnc(-c3ccccc3F)n2N)no1	0.8	31	-3	-7	x	-1	x	x	0
CCNS(=O)(=O)c1ccc(CCC(=O)NCCC2=CCCCC2)cc1	-1.6	-9	4	-1	23	-3	4	101	5
Cc1ccsc1C(=O)N(c1nc2ccccc2s1)c1c(C)cccc1C	-1.4	11	4	-4	16	-3	0	102	-1
Cc1ccc(-c2nc(N)sc2CC(=O)OCC(=O)NC2CCCC(C)C2C)cc1 (stereo unspecified)	1.5	-36	2	-1	-1	-2	-8	97	0
COc1cc(CNc2ccc(O)cc2)cc(Br)c1OCc1ccccc1F	2.0	-13	0	x	-16	17	-17	99	2
COc1ccc(/C=N/NS(=O)(=O)c2ccccc2)cc1OS(=O)(=O)c1ccccc1	-1.1	-24	-1	-5	7	17	1	97	-4
COc1cc(C(=O)Nc2ccc(-c3nnc(-c4ccco4)o3)cc2)cc(OC)c1OC	-2.6	-15	0	0	38	-1	-15	104	-2
O=C1/C(=C/c2ccc(O)cc2)SC(=S)N1CC1CCCO1 (stereo unspecified)	37	-37	87*	6	56	0	-19	100	-119
CC1=C(C(=O)OCc2ccccc2)C(c2ccc(C(F)(F)F)cc2)NC(=O)N1CCCCCC(=O)O (stereo unspecified)	-1.5	3	0	-4	-11	3	21	98	-1
CCn1c(SCc2ccccc2)nnc1C1CCCCC1	-2.3	12	-2	-6	-6	-4	-12	99	1
CC(C)c1ccccc1OCCCN1CCCC1	-0.4	-11	-1	-6	24	-13	0	105	3
N#CC(C(=O)NCc1ccccc1)c1nc2ccccc2nc1N1CCCC1 (stereo unspecified)	34	-40	5	-5	16	4	-33	98	6
CC(C)C(=O)NCCn1ccc2ccccc21	-1.1	0	5	-1	14	30*	-4	102	4
CC(=O)NC(Cc1ccc(F)cc1)C(=O)NC1CCN(C(=O)Nc2cccc(C)c2)CC1 (stereo unspecified)	-0.1	-6	-1	4	12	-1	4	101	4
NC(=O)c1c(NC(=O)c2cccc(N3C(=O)CCC3=O)c2)sc2c1CCCCC2	0.1	6	-1	0	-4	3	-6	97	1
CC(=O)N1CCOc2ccc(S(=O)(=O)NCCc3ccc(Cl)cc3)cc21	-0.2	49	-2	-10	30	-6	-1	95	0
CC(=O)Nc1ccc(NC(=O)COC(=O)c2ccc([N+](=O)[O-])o2)cc1	-1.5	10	-2	-3	x	9	x	x	1
OCCC1CN(Cc2cccc3c2OCO3)CCN1Cc1ccccc1 (stereo unspecified)	-0.1	-6	8	-4	41	-5	-2	104	3
Cc1ccc(CNC(=O)C2CCN(S(=O)(=O)N3CCCCC3)CC2)cc1	-1.2	-14	3	4	-8	-6	5	78	3
CCCCN1C(=O)C(CC(=O)NCCc2ccccn2)CC(C(=O)N(C(C)C)C(C)C)=C1C (stereo unspecified)	-1.4	9	x	0	x	9	x	x	x
CC1CCC(NC(=O)C2c3ccccc3C(=O)N2Cc2cccs2)CC1 (stereo unspecified)	-0.8	-12	-2	-15	-53	-1	-8	94	2

A different layout for some results above.
CC1CCC(NC(=O)C2c3ccccc3C(=O)N2Cc2cccs2)CC1 (stereo unspecified)
  CRFR2-BP ag = -0.8
  CRFR2-BP antag = -12
  IDE inh = -2
  GalR3 antag = -15
  PHOSPHO1 inh = -53
  M4 PAM = -1
  p-CIP stab down = -8
  MEKK3 PB1 HTS = 94
  IDE cell activ = 2

OCCC1CN(Cc2cccc3c2OCO3)CCN1Cc1ccccc1 (stereo unspecified)
  CRFR2-BP ag = -0.1
  CRFR2-BP antag = -6
  IDE inh = 8
  GalR3 antag = -4
  PHOSPHO1 inh = 41
  M4 PAM = -5
  p-CIP stab down = -2
  MEKK3 PB1 HTS = 104
  IDE cell activ = 3

CC(C)C(=O)NCCn1ccc2ccccc21
  CRFR2-BP ag = -1.1
  CRFR2-BP antag = 0
  IDE inh = 5
  GalR3 antag = -1
  PHOSPHO1 inh = 14
  M4 PAM = 30*
  p-CIP stab down = -4
  MEKK3 PB1 HTS = 102
  IDE cell activ = 4

Assay outcomes (PubChem)
